LEDGF integ inh: blocks HIV-1 LEDGF/p75-dependent DNA integration. TR-FRET IN-LEDGF/p75 DNA integration, Eu/Cy5. inhibition, % at 3.7 µM. 0.64% of 370,000 active;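 active = inhibition above the screen-wide mean plus 3 SD, cut at about 13% in these data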;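 also: signal is the Cy5 over europium emission ratio at 671 and 618 nm; 0% = plate median of compound wells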
KLK7 zymogen act: activates the human kallikrein-7 zymogen | activation, % at 7 µM | purified proKLK7, EDANS-DABCYL substrate fluorescence; 100% is mature enzyme control, 0% vehicle | P49862 | AID 652039 | 0.9% of 370,000 active;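 active = activation above the mean of all tested compounds plus 3 SD, computed per campaign excluding outliers beyond control limits, cut at about 13% in these data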
Target sequence (P49862 whole entry, looked up): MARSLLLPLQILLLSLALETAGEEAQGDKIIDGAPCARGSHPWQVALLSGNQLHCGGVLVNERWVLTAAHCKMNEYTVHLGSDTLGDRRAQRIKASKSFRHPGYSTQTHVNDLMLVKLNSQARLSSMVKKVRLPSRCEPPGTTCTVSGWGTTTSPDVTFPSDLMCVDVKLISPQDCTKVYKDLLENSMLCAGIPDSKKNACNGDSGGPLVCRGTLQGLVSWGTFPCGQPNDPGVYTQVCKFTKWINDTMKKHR
TCR-CD3 inh: blocks the human TCR-CD3 interaction. TAMRA-labeled TCR probe fluorescence, biochemical. inhibition, % at 9.4 µM. 0.37% of 360,000 active. AID 651800; in the data active = inhibition above about 19%;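 also: recombinant mutant TCR 2C K166C tagged with TAMRA read by polarization; 0% = receptor in buffer alone and 100% = receptor with positive control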
TDP2 inh: blocks human TDP2 phosphodiesterase activity | recombinant TDP2, T5PNP hydrolysis, p-nitrophenol absorbance 415 nm | inhibition, % at 12.8 µM | O95551 | 0.34% of 370,000 active;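 active = inhibition above the mean of all tested compounds plus 3 SD, set per campaign, cut at about 25% in these data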;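 also: 0% = DMSO with enzyme and 100% = buffer with substrate but no TDP2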
Target sequence (O95551 whole entry, looked up): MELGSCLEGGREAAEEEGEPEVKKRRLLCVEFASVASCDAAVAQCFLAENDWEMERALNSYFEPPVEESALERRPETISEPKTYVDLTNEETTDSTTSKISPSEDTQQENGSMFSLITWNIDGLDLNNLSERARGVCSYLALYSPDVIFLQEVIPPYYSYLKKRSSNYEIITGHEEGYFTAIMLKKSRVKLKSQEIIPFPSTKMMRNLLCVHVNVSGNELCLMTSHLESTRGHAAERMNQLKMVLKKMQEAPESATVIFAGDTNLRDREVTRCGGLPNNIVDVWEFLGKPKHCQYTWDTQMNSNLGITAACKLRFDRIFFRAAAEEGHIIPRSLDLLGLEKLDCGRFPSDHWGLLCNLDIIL
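Evaluation: % inhibition relative to enzyme-containing and enzyme-free wells. Material: recombinant human TDP2. Benchmarks: enzyme-free and DMSO wells. Timing: enzyme reaction with compound for 2 h at 37 °C. Compound dosing: 12.8 µM only. Measured by: p-Nitrophenol epi absorbance. Reagent: T5PNP substrate at 5 mM, a TopII-DNA adduct mimic. Replication: single well per compound.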
UHRF1 binding: blocks human UHRF1 binding to methylated DNA | Q96T88 | UHRF1 binding to methylated oligo, TR-FRET | inhibition, % at 4.4 µM | 0.75% of 370,000 active; in the data active = inhibition above about 21%;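 also: UHRF1 SRA domain binding a hemimethylated CpG hairpin DNA probe; 0% = median of test compound wells and 100% = reference inhibitor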
Tn7 DDE FP: inhibitors of Tn7 peptide binding to human fibrin DD(E); FP displacement of FITC-Tn7 peptide from fibrin DD(E); 0% = median of compound wells per plate; inhibition, % at 8.3 µM; P02675; AID 720508; 0.13% of 370,000 active;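 active = inhibition above the mean of compounds falling within the control limits plus 3 SD of them, cut at about 14% in these data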;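 also: 0% = plate median of compound wells and 100% = 10 µM Aha-Tn7 peptide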
Target sequence (P02675 whole entry, looked up): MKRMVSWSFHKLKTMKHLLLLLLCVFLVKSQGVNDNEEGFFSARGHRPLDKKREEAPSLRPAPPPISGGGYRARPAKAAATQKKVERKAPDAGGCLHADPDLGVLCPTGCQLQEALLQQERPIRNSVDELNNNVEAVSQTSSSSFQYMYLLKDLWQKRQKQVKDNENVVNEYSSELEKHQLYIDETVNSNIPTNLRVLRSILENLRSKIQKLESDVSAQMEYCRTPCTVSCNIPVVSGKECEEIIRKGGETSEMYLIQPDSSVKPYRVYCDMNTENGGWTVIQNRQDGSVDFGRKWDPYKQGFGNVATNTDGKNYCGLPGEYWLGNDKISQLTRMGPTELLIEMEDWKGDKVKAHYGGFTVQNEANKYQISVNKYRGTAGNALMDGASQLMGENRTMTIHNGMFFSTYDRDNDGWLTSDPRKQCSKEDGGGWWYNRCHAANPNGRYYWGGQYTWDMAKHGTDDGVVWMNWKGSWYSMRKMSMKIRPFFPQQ
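Test system – human fibrin DD(E) · Times – 10 min preincubation, 3 h with tracer, room temperature · Detection – fluorescence polarization of the labelled Tn7 tracer · Measure – percent inhibition normalized to high-control wells · Benchmarks – high control wells with 10 µM unlabelled Aha-Tn7 peptide (full inhibition) · Repeats – singlicate testing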
DDE Tn6 FP inh: inhibitors of Tn6 peptide binding to human fibrin DD(E); Fibrin DD(E) TRITC-Tn6 fluorescence polarization displacement; inhibition, % at 8.3 µM; 0.21% of 370,000 active; AID 720509;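 active = inhibition above a per-campaign cutoff: mean of compounds within control limits plus 3 SD, cut at about 15% in these data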;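 also: 0% = median of all compound wells on the plate and 100% = blocking peptide control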
MBD2 DNA inh: inhibitors of human MBD2 binding to methylated oligonucleotide. inhibition, % at 4.4 µM. 0.31% of 370,000 active. AID 686964. TR-FRET. Q9UBB5; in the data active = inhibition above about 13%
SIAE inh: blocks human sialic acid acetylesterase; SIAE FP-Rh probe binding, fluorescence polarization; inhibition, % at 9.66 µM; 0.69% of 370,000 active; AID 1053197;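 active = inhibition above a cutoff: mean of compounds within the control limits plus 3 SD of those, cut at about 17% in these data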;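 also: 0% = plate median of compound wells and 100% = probe without SIAE protein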
PRMT1 FP inh: PRMT1 (human) inhibition, primary screen. recombinant PRMT1, activity-based probe fluorescence polarization. 1.3% of 370,000 active. inhibition, % at 2.79 µM. Q99873;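 active = inhibition above about 21% made by adding two undisclosed values, limit read from the data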
* = called active by the depositor.

SMILES | LEDGF integ inh | KLK7 zymogen act | TCR-CD3 inh | TDP2 inh | UHRF1 binding | Tn7 DDE FP | DDE Tn6 FP inh | MBD2 DNA inh | SIAE inh | PRMT1 FP inh
Cc1cc(NC(=O)CSc2nnc(-c3ccco3)n2CC2CCCO2)no1 (stereo not drawn) | 2.3 | 0.0 | 12.4 | -7.0 | -0.2 | 0.2 | 3.4 | -0.9 | -1.6 | -0.9
CCN(CC)Cc1csc2ccc(Br)cc12 | 0.0 | -0.4 | 3.2 | 5.3 | -1.0 | -6.8 | 0.0 | -3.1 | 3.2 | 0.4
COc1ccc(C/C(N)=N/OC(=O)Cc2ccccc2)cc1OC | -2.6 | -0.4 | -5.3 | -6.2 | -1.2 | -1.3 | 5.6 | 3.5 | -1.3 | 2.2
COC(=O)c1ccc(CSc2ccc3nnc(-c4ccc(F)cc4)n3n2)o1 | 4.9 | -0.6 | 13.8 | 2.9 | -1.3 | -1.2 | 4.4 | -2.4 | 0.1 | -3.1
CCOc1ccccc1N=Cc1c(O)n(C)c(=O)n(C)c1=O | -4.7 | -10.3 | -4.1 | 9.2 | 3.2 | 4.2 | -3.4 | 0.9 | -3.8 | -2.5
COc1ccc(NC2c3ccccc3C(=O)N2c2cccnc2)cc1 (stereo not drawn) | -0.2 | 0.3 | -4.3 | -18.7 | 1.2 | -2.5 | 5.6 | -6.0 | -1.4 | -5.5
CCCc1n[nH]c2c1C(=O)C(C(=O)OC)C(C)(C)C2 (stereo not drawn) | 2.3 | -0.1 | -4.1 | 11.5 | 0.6 | 0.0 | 7.5 | 4.0 | 0.0 | 1.5
CC1(C(=O)Nc2ccc(F)cc2F)CCN1C(=O)Cc1ccccc1Cl (stereo not drawn) | -2.6 | 0.1 | -7.2 | 5.8 | 1.3 | 1.4 | -1.3 | 0.5 | -0.2 | 0.3
Cc1c(C2Nc3ccccc3NC3=C2C(=O)CC(C)(C)C3)cnn1C (stereo not drawn) | 0.8 | -46.1 | 7.0 | 17.6 | -10.3 | 15.4* | 2.2 | -14.1 | -3.4 | 26.7*
CC(C)c1nc2cc3ccccc3cc2[nH]1 | 2.9 | 1.9 | -8.3 | -6.4 | 1.1 | 0.1 | -2.6 | 2.1 | -0.2 | -2.5
CC1(c2nnnn2-c2ccc3c(c2)OCCO3)CCC(=O)N1CC1CCCCC1 (stereo not drawn) | 2.7 | 0.3 | 5.2 | 3.5 | 0.2 | 0.4 | -1.1 | -2.2 | 5.6 | 0.7
COC(=O)c1sccc1NC(=O)c1c(C)cc(=O)oc1C | -0.2 | -0.3 | 8.5 | 0.3 | 0.7 | -7.4 | 1.4 | -3.4 | -1.2 | -0.5
COc1ccc(Cn2c(CCC(=O)NCc3ccco3)nc3cccnc32)cc1 | -0.2 | 0.2 | -2.2 | 13.4 | 9.9 | -1.8 | -3.9 | 2.0 | 3.2 | 0.3
Oc1cc2c(cc1C(c1ccc(Cl)c(Cl)c1)N1CCCC1)OCO2 (stereo not drawn) | -2.8 | -0.5 | -6.4 | -4.1 | 5.7 | -11.2 | -5.4 | 3.6 | 3.8 | 10.3
Cc1nc2ccccn2c1C(=O)N=Nc1c(O)n(CCC(C)C)c2ccccc12 | -4.5 | 0.1 | -3.0 | 2.6 | 5.8 | 1.5 | -1.3 | -2.0 | -2.4 | 2.7
Cc1cccc(C)c1Nc1nnc(SCc2nc3ccccc3s2)s1 | -2.9 | 0.5 | -6.7 | 5.1 | -0.3 | 3.3 | 5.7 | 1.2 | -6.9 | 1.7
C[N+](C)(C)CCCCCC(=O)/C=N/O | -7.8 | 0.3 | 0.0 | -10.3 | 2.8 | -3.3 | -2.9 | 7.1 | -0.7 | 7.0
FC(F)(F)c1nc(SCc2ccc(Cl)cc2Cl)n[nH]1 | -5.8 | 0.1 | -13.8 | -4.5 | 5.4 | -3.5 | 2.0 | -1.9 | 0.0 | 4.1
C#CC(C)(CC)NC(=O)Cn1nnc(-c2cccc(C(F)(F)F)c2)n1 (stereo not drawn) | -2.1 | 0.5 | 1.1 | 4.3 | -1.0 | 2.8 | -5.7 | -3.2 | -7.8 | 1.6
Cc1csc(SCC(=O)NCc2ccccc2)n1 | -1.5 | -0.3 | -7.0 | 3.9 | -2.1 | -6.1 | -11.5 | 1.1 | 2.7 | -0.5
COc1c(O[C@@H]2O[C@H](CO)[C@@H](O)[C@H](O)[C@H]2O)cc2c(c1OC)-c1ccc(SC)c(=O)cc1C(NC(C)=O)CC2 (stereo partly drawn) | 5.0 | -0.5 | -3.5 | -6.6 | 0.9 | -7.4 | -0.1 | -0.4 | 3.5 | -5.7
COc1cccc(-c2nnc(SCC(=O)Nc3cc(C)ccc3OC)n2N)c1 | -0.2 | -1.0 | 2.8 | 0.4 | -0.6 | 7.3 | 7.3 | -2.6 | 7.7 | -2.0
Cc1ccc(N2CC(C(=O)Nc3ccc(S(=O)(=O)NCC4CCCO4)cc3)CC2=O)cc1C (stereo not drawn) | -1.5 | 0.4 | 1.6 | 11.1 | -1.2 | -0.1 | -2.2 | -1.2 | -3.4 | 3.0
CCN(CC)c1ccc(C(=C2C=CC(=[N+](CC)CC)C=C2)c2ccc(N(CC)CC)cc2)cc1 | -22.0 | 0.7 | 39.3* | -6.8 | -2.1 | 2.7 | 83.8* | -1.9 | 40.5* | 4.5
COc1ccc(CN2CCNC(=O)C2CC(=O)N2CCCCO2)cc1OC (stereo not drawn) | -2.7 | 0.6 | -6.6 | 5.6 | -4.7 | 1.6 | -0.4 | -4.8 | -0.7 | 1.0
CC(NC(=O)COC(=O)Cc1ccc(-c2ccccc2)cc1)c1ccccc1 (stereo not drawn) | -1.0 | 0.3 | 2.6 | 0.4 | -1.1 | -14.6 | -3.4 | 0.0 | -3.4 | -4.0
Cc1ccc(N2CC(C(=O)OCc3ccccc3)CC2=O)cc1 (stereo not drawn) | 7.5 | -0.1 | -5.8 | 4.5 | 1.0 | -0.8 | 1.1 | 4.8 | -2.0 | 2.1
O=C(O)CNC(=O)/C=C/c1ccc(Cl)cc1Cl | -0.1 | -0.3 | 2.1 | -3.4 | -0.8 | 9.3 | -3.5 | 1.3 | 3.3 | 1.9
COc1ccc(C(=O)/C=C/c2ccc(OC3CSC3)cc2)cc1 | 2.2 | -1.1 | 0.2 | -7.4 | 3.2 | 8.4 | 3.0 | 6.5 | -5.2 | 1.5
COc1ccc(N2CCN(C(=O)c3cccc(S(=O)(=O)N4CCc5ccccc54)c3)CC2)cc1 | 5.6 | -0.4 | -2.5 | -8.0 | 0.1 | 0.1 | 5.7 | -3.2 | 90.4* | -4.9
Cc1ccc(SCCOCCN2CCc3ccccc3C2)cc1 | 0.2 | 0.0 | -0.7 | 6.0 | -1.3 | 8.1 | 5.2 | 4.1 | 3.3 | -0.3
CCNC(=O)CC1C(=O)N(CC)C(=S)N1NC(=O)c1ccc(Cl)cc1 (stereo not drawn) | 0.6 | 1.1 | 7.6 | -11.3 | -3.1 | 3.3 | 1.0 | 4.9 | 10.6 | -3.1
O=C1CCCN2N=C(SCC(=O)Nc3ccccc3C(F)(F)F)SC2=N1 | 0.4 | 0.3 | 2.3 | 15.2 | -0.2 | -4.5 | -1.4 | -0.4 | -2.4 | 2.0
O=C(COC(=O)c1cc(Br)ccc1O)NNC(=O)c1ccc(Cl)cc1 | 4.2 | 17.1* | -7.3 | -12.0 | 6.2 | 1.6 | 0.2 | 1.5 | -7.8 | 6.6
O=C1CSC(c2ccc([N+](=O)[O-])cc2)N1C1CCCCC1 (stereo not drawn) | 3.4 | -0.2 | -1.6 | -17.6 | -0.4 | -0.6 | 0.8 | 0.6 | -14.4 | -4.1
CC1CCCC(C)N1C(=O)COC(=O)c1ccc[nH]c1=O (stereo not drawn) | 1.0 | 0.4 | -3.3 | 4.1 | 1.5 | -5.3 | -4.5 | 2.9 | -7.5 | 1.9
COc1ccc(C(=O)NCc2nnc(SCC(=O)N3CCc4ccccc43)n2C2CCCCC2)cc1 | -5.5 | -0.4 | 6.2 | -1.7 | -0.8 | 4.8 | 7.5 | -8.0 | 1.4 | -1.9
COC(=O)CCC(=O)NC(=S)Nc1sc(C)c(C)c1C(N)=O | 3.5 | 0.0 | 7.5 | 2.1 | 0.3 | 1.5 | 2.7 | -0.3 | 0.2 | -0.1
c1cncc(CNCc2ccco2)c1 | 3.6 | 0.6 | 4.4 | 5.0 | -4.7 | 7.6 | 7.9 | -2.3 | -2.4 | -3.8
CC(=O)c1cccc(S(=O)(=O)N(CCCO)Cc2cc3ccc(C)cc3[nH]c2=O)c1 | -0.8 | 0.5 | -2.7 | -2.2 | 3.7 | -4.6 | 0.7 | 1.4 | -1.2 | -2.4

Structural class: the entries above with bromine (2)
SMILES | LEDGF integ inh | KLK7 zymogen act | TCR-CD3 inh | TDP2 inh | UHRF1 binding | Tn7 DDE FP | DDE Tn6 FP inh | MBD2 DNA inh | SIAE inh | PRMT1 FP inh
CCN(CC)Cc1csc2ccc(Br)cc12 | 0.0 | -0.4 | 3.2 | 5.3 | -1.0 | -6.8 | 0.0 | -3.1 | 3.2 | 0.4
O=C(COC(=O)c1cc(Br)ccc1O)NNC(=O)c1ccc(Cl)cc1 | 4.2 | 17.1* | -7.3 | -12.0 | 6.2 | 1.6 | 0.2 | 1.5 | -7.8 | 6.6

Going on with the list:
SMILES | LEDGF integ inh | KLK7 zymogen act | TCR-CD3 inh | TDP2 inh | UHRF1 binding | Tn7 DDE FP | DDE Tn6 FP inh | MBD2 DNA inh | SIAE inh | PRMT1 FP inh
CC(=O)Oc1ccc2c(=O)c(Oc3ccccc3)c(C)oc2c1OC(C)=O | -8.1 | 2.8 | -5.6 | 1.5 | 4.3 | 10.2 | 2.5 | -1.0 | -6.3 | 15.1
CCc1ccccc1NC(=S)N1CCN(c2ccccc2F)CC1 | 2.9 | -0.2 | 3.6 | 8.1 | -2.4 | 1.6 | 0.9 | -4.2 | 0.3 | -6.4
O=C1c2ccccc2C(=O)N1Nc1ccccc1 | 2.2 | 0.2 | 0.2 | 0.2 | 1.1 | -6.4 | 0.1 | 4.3 | 5.7 | -0.6
CCC1(C)NC(=O)N(/N=C/c2ccc(C)s2)C1=O (stereo not drawn) | 6.6 | -0.8 | -5.2 | -16.3 | 2.3 | 5.8 | 3.4 | -6.2 | -2.3 | -3.8
C[C@]12CC[C@H](O)CC1=CCC1C2CC[C@@]2(C)C1CC[C@@H]2NC(=O)[C@@H](N)CO (stereo partly drawn) | -1.1 | -0.4 | 1.6 | -5.0 | -2.7 | -4.8 | 6.0 | -5.1 | -6.0 | 0.7
CCCCN(C)Cc1c(C)[nH]c2ccc(OCC)cc2c1=O | 2.7 | 0.2 | -5.7 | -2.6 | -1.4 | 5.4 | -3.2 | -5.5 | 14.1 | -6.8
O=C(Nc1ccccc1)c1cc(C2CCCN(C(=O)c3ccccc3)C2)on1 (stereo not drawn) | 1.4 | 0.6 | 0.7 | -3.7 | 4.6 | -4.9 | -0.3 | -1.9 | 3.3 | -0.3
O=c1c2c(-c3ccc([N+](=O)[O-])cc3)csc2nc2n1CCC2 | 0.1 | 0.7 | 1.5 | 1.1 | 0.8 | -8.3 | 1.0 | -4.8 | 4.1 | 5.6
